Myeloid diff 2: myeloid differentiation induction. ER-HoxA9 myeloid progenitors, lysozyme-GFP differentiation, flow cytometry. calls only at 10 µM. 1% of 360,000 active;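 active = normalized GFP-positive differentiation at or above the plate's own cutoff, the solvent-only control mean plus 3 SD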;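 also: cells exposed to compound for four days before flow analysis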
b-catenin transl: beta-catenin nuclear translocation modulation | HeLa beta-catenin nuclear translocation, immunofluorescence imaging | nuclear translocation activity, % at 5 µM | 0.3% of 190,000 active;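 active = nuclear translocation activity above 50% at 5 µM, with a well cell count of 50 or more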;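 also: per-cell ratio of nuclear to cytoplasmic median beta-catenin stain intensity; plate controls were DMSO negative control for no effect and GSK-3 inhibitor IX positive control for full effect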
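System: HeLa cells, endogenous beta-catenin; compound dosing: 5 µM primary single dose, 0.1% DMSO, 0.02–20 µM confirmation series; incubation: 24 h compound exposure at 37°C, 5% CO2; signal: beta-catenin immunofluorescence imaging with DAPI; evaluation: % activation, nuclear-to-cytoplasmic median beta-catenin signal ratio per cell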
MT stabilize HCS: stabilizes microtubules in HeLa cells | HeLa tubulin immunostaining HCS, 24 h; share of cells brighter than vehicle mean+2SD | % tubulin-high responders, % at 10 µM | 0.83% of 200,000 active;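 active = plate Z-score above 3 for both tubulin-high and condensed-nucleus cell shares, with cell loss under 80%, at 10 µM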;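 also: anti alpha tubulin signal scored within the nucleus-defined area of each cell; some results filed as inactive read as strong as hits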
Lipid droplet: modulators of hepatic lipid droplet formation; AML12 mouse hepatocytes, oleate lipid droplets, BODIPY imaging; inhibition, % at 6.5 µM; 0.4% of 240,000 active; AID 1656;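 active = lipid droplet intensity inhibited by at least 50%, with more than 500 cells counted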
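Material – AML12 mouse liver cells · Also added – oleate loading, 100 µM · Compound dosing – 6.5 µM single-point dosing · Times – overnight treatment with compound plus oleate · Measured by – fluorescence imaging, 20x objective, two fields per well · Read-out – percent inhibition of filter-corrected integrated lipid droplet intensity per well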
TNAP activators: human TNAP enzyme activators, primary screen, biochemical, luminescent, no phosphate acceptor, uHTS (AID 1001); purified TNAP, luminescent activation assay, no phosphate acceptor; higher activation fold means a stronger effect; activation fold at 20 µM; hits with a dose series show EC50 in µM; 0.03% of 200,000 active; in the data active = activation fold from about 3, or a potency from the dose series; inactive = the rest, 99 in 100 with activation fold below about 1.6; also: many of its hits are not listed in these tables
Dynein cargo inh: dynein cargo transport inhibition. z-score, hits read low. 0.47% of 220,000 active. 3617.4 mouse cells, GR-EGFP nuclear translocation imaging; test concentration mostly 20 µM; stimulated with dexamethasone, 1 µM; hits give low values;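 active = plate z-score of nuclear minus cytoplasmic receptor signal below a set negative limit, without overly bright fluorescence or cell loss, cut at about -3.5 in these data, passing the limit was not always enough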;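 also: z-score of nuclear minus cytoplasmic ring GR-EGFP intensity difference per well; some compounds called inactive have numbers as strong as hits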
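Medium: Induction medium lacking tetracycline, stripped serum | Probe or stimulus: 1.0 µM final dexamethasone stimulus | Schedule: 48 h induction, then 1 h compound, then 30 min agonist, 37 °C | Signal: Automated 10x imaging of fixed Hoechst-stained cells | Evaluation: Per-cell GR-EGFP intensity, nucleus versus surrounding cytoplasmic ring, well-averaged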
PMI inhibitors: MPI enzyme activity inhibition – biochemical, fluorescence intensity, coupled assay, primary screen (AID 1209) | purified PMI enzyme, coupled fluorescence intensity; higher % means a stronger effect | inhibition, % at 20 µM; hits with a dose series show IC50 in µM | 0.42% of 190,000 active; in the data active = inhibition above about 50%;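 also: plate controls were DMSO vehicle for no effect and wells lacking substrate for full effect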
T cell HTS: T cell immune modulators affecting CD8 T cell-vesicle binding. 2C CD8+ T cell-vesicle binding, flow cytometry; hits give low values. calls only at 7 µM. 0.068% of 330,000 active. AID 2052;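 active = response, share of CD8 T cells binding vesicles, and their 90th percentile fluorescence all below set limits, cut at about 80% in these data, passing the limit was not always enough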
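Read-out – percent CD8+ FL2 mean versus row control · System – murine 2C transgenic CD8+ T lymphocytes · Times – 1.5 h cell–vesicle binding at 37 °C, then 20 min icy labelling · Control set – naked vesicles low, QL9 vesicles with vehicle high · Detection – cytometric PE anti-B7-1 and Alexa647 anti-CD8 signals after 1% paraformaldehyde fixation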
Insulin prom up: MIN6 insulin promoter up-regulation | 0.3% of 190,000 active | AID 1625 | MIN6 insulin promoter-GFP reporter, high-content imaging; hits give high values | z-score at 5 µM;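 active = z-score above 3 at 5 µM with at least 500 cells counted in the well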
Dynein cargo inh cytoplasmic EGFP: second read-out of Dynein cargo inh, no call of its own (marks repeat the call); z-score; measured here: cytoplasmic GR-EGFP intensity; hits give high values
Dynein cargo inh nuclear GR-EGFP: recorded beside Dynein cargo inh, whose call it bears; z-score; measured here: nuclear GR-EGFP intensity;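 lower value marks the stronger effect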
Dynein cargo inh cell count: also measured in Dynein cargo inh; calls as there; z-score; measured here: cell count per field
Insulin prom up cell count: further read-out of Insulin prom up, marked with its call; cell count; measured here: cytotoxicity, nuclei count;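 total cells summed across four imaged fields per well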
Lipid droplet cells 6.5 µM: also measured in Lipid droplet; calls as there; cell count; measured here: cell count, cytotoxicity flag;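 cells counted across two imaged fields per well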
b-catenin transl cell count 5 µM: also measured in b-catenin transl; calls as there; cell count; measured here: cell count, cytotoxicity flag
T cell HTS vesicle-bound %: also measured in T cell HTS; calls as there; double positive events, %; measured here: CD8+ vesicle-bound cell fraction;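 binding gate set so that unloaded-vesicle control wells show 10% double positive cells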
MT stabilize HCS Hoechst-high %: also measured in MT stabilize HCS; calls as there; % Hoechst-high responders; measured here: nuclear condensation Hoechst responders;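 share of cells brighter than vehicle mean plus two SD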
MT stabilize HCS cytotoxicity %: recorded beside MT stabilize HCS, whose call it bears; toxicity, %; measured here: cytotoxicity by cell density;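 0% = mean cell density of plate MIN control wells and 100% = no cells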
Myeloid diff 2 GFP+ MAC1+ %: recorded beside Myeloid diff 2, whose call it bears; GFP+ MAC1+ double positive, %; measured here: differentiation confirmed by MAC1 staining
* marks the source's active call; other numbers are inactive results; i = inactive; · = not tested or not shown.

SMILES	Myeloid diff 2	Myeloid diff 2 GFP+ MAC1+ %	b-catenin transl	b-catenin transl cell count 5 µM	MT stabilize HCS	MT stabilize HCS Hoechst-high %	MT stabilize HCS cytotoxicity %	Lipid droplet	Lipid droplet cells 6.5 µM	TNAP activators	Dynein cargo inh	Dynein cargo inh cytoplasmic EGFP	Dynein cargo inh nuclear GR-EGFP	Dynein cargo inh cell count	PMI inhibitors	T cell HTS	T cell HTS vesicle-bound %	Insulin prom up	Insulin prom up cell count
O=c1c2[nH]c3cccc(Cl)c3c2ncn1Cc1ccco1	i	0.8	-0.7	1195	·	·	·	15	736	·	0.64	-0.17	-0.085	-0.86	·	i	29	-0.23	1449
CCNc1nc(Oc2ccc(C(=O)OC)cc2)nc(SC)n1	i	2.1	2.6	1132	1.4	1.3	2.2	-4	731	1	0.19	-0.17	0.11	0.75	-5%	i	52	0.71	1257
Cc1cc(Cl)ccc1NC(=S)NCc1ccc(S(N)(=O)=O)cc1	i	0.5	0.6	910	3.7	1.5	6.2	-30	758	1	0.12	-0.22	0.26	-0.77	10%	i	31	·	·
O=C(Nc1ccc(OCC(F)(F)C(F)F)c(C(F)(F)F)c1)c1ccccc1O	i	0.5	0.7	1046	3.3	1.7	8.3	7	657	1.1	0.57	-0.2	-0.068	0.39	12%	i	28	-0.52	1731
CCc1nnc(NC(=O)CSc2nnc(COc3ccc(C)cc3)n2-c2ccccc2)s1	i	0.4	0.4	1159	33*	8.9*	36*	·	·	1.1	1.6	-0.2	1.4	-2	-9%	i	28	0.45	1288
Cc1nn(CC(=O)Nc2ccc(Cl)cn2)c(C)c1Br	i	0.5	-0.7	1001	3.7	2.4	2.3	-12	666	1.1	-0.4	-0.32	-0.58	0.4	-3%	i	29	-0.18	1385
Cc1nnc(C)c2c(C)n(-c3ccc(Br)cc3)c(C)c12	·	·	0.9	1068	2.4	3.5	16	-2	588	1.1	-0.74	-0.22	0.26	0.79	8%	·	·	0.29	1231
Cc1cc(C)n(-c2nc3ccccc3c(=O)n2OCC(=O)N(C)C)n1	i	1.0	2.8	1409	1.9	1.4	6.2	·	·	1.1	-0.28	-0.18	-0.0086	0.57	4%	i	39	0.62	1305
CCCNC(=O)CC1Sc2ccccc2NC1=O (stereo not drawn)	i	7.8	0.9	1065	3.8	1.4	2.5	1	651	1.1	-0.6	-0.25	-0.56	-0.2	-1%	i	14	0.01	1052
CCS(=O)c1ccccc1C(=O)O (stereo not drawn)	i	1.1	-3.0	911	1.6	1.0	4.0	·	·	1.1	-0.45	-0.15	-0.094	0.6	3%	i	7	·	·
C=C(C)C1CC=C(C)/C(=N/NC(=O)c2ccccc2[N+](=O)[O-])C1 (stereo not drawn)	i	0.4	-4.5	1157	1.9	2.9	6.8	5	706	1	-0.99	-0.21	-0.69	0.6	-1%	i	59	-0.47	1311
CSc1nc(-c2ccco2)cc(-c2ccccc2)c1C#N	i	0.5	-2.9	807	4.3	3.0	8.0	·	·	1.1	0.15	-0.088	0.28	0.11	-8%	i	35	-1.3	1354
Cn1nc(C(=O)Nc2sc3c(c2C#N)CCCC3)ccc1=O	i	0.6	0.1	1074	1.7	2.9	1.2	7	674	0.9	-0.83	-0.13	-0.33	-0.29	9%	i	1	0.43	1231
CCCCCCNc1nc(Cl)nc(NC(C)(C)CO)n1	i	0.4	0.1	1016	·	·	·	-16	718	·	-0.24	1.7	0.13	0.46	·	i	52	0.42	1403
CCOC(=O)c1cccc(NC(=O)CSc2nnc(-c3cccnc3)n2C)c1	i	0.6	-1.1	1038	2.2	2.0	5.9	-7	757	1.1	-0.68	-0.28	-0.11	0.86	6%	i	18	-0.02	1214
CC(=O)NS(=O)(=O)c1ccc(NC(=S)NC(=O)C(C)C)cc1	i	0.1	·	·	2.0	0.8	3.5	2	797	0.7	-0.57	-0.25	0.067	1.6	-12%	i	42	-0.32	944
Cc1ccc(CCN2CC(C(=O)NCCN3CCOCC3)CC2=O)cc1 (stereo not drawn)	·	·	-1.3	1358	3.6	0.8	11	·	·	1	-0.34	-0.41	-0.27	1.1	-3%	i	21	0.24	1535
CC(Sc1nc(N2CCCCC2)c2c(c1C#N)CCCC2)C(=O)O (stereo not drawn)	i	0.4	-0.4	1020	1.7	1.9	2.3	-7	567	1	0.015	-0.23	-0.058	-0.11	3%	i	43	·	·
COc1ccccc1N(CC(=O)NC(C)C)S(=O)(=O)c1cccs1	i	0.3	0.7	1041	4.9	1.7	4.6	3	631	0.9	-0.33	-0.24	-0.2	0.0077	6%	i	48	1.6	1474
CCOC(=O)c1c(N2C(=O)CC(Sc3ccccc3C(=O)O)C2=O)sc2c1CCCC2 (stereo not drawn)	i	0.0	-0.7	1558	2.7	1.7	5.6	11	692	0.9	-1.6	-0.23	-0.79	0.83	-5%	i	36	-0.08	1456
CC1CCCC(C(=O)O)N1C(=O)CCS (stereo not drawn)	i	0.8	·	·	2.4	0.9	8.6	·	·	1.1	0.54	-0.26	0.39	-0.016	-6%	i	26	-1.1	937
O=C(Nc1ccc2c(c1)CCC2)c1cccs1	i	0.1	-1.5	1057	0.9	1.6	1.3	2	692	1.1	-0.83	-0.2	-0.58	-0.001	12%	i	56	-0.13	1396
CC1(C)CC(=O)C2=C(C1)N(c1ccc(F)cc1)C(=O)CC2c1ccsc1 (stereo not drawn)	i	2.0	·	·	5.9	3.2	3.9	·	·	1.2	0.19	-0.098	0.42	-0.88	6%	i	60	0.43	1016
CN(CCOC(=O)C1c2ccccc2Oc2ccccc21)C(C)(C)C	i	0.5	-0.1	1367	2.2	1.3	6.1	·	·	1.1	-0.29	-0.24	-0.056	0.75	0%	i	13	0.09	1666
CC(C)=CCCC1=CCC2C(=O)NNC(=O)C2C1 (stereo not drawn)	i	1.2	-0.2	1170	2.9	1.7	3.9	15	721	1	-0.026	-0.2	-0.18	0.98	-10%	i	32	·	·

Reprinted from the part before: 2 compounds; new compounds follow.
SMILES	Myeloid diff 2	Myeloid diff 2 GFP+ MAC1+ %	b-catenin transl	b-catenin transl cell count 5 µM	MT stabilize HCS	MT stabilize HCS Hoechst-high %	MT stabilize HCS cytotoxicity %	Lipid droplet	Lipid droplet cells 6.5 µM	TNAP activators	Dynein cargo inh	Dynein cargo inh cytoplasmic EGFP	Dynein cargo inh nuclear GR-EGFP	Dynein cargo inh cell count	PMI inhibitors	T cell HTS	T cell HTS vesicle-bound %	Insulin prom up	Insulin prom up cell count
CN(CCOC(=O)C1c2ccccc2Oc2ccccc21)C(C)(C)C	i	0.5	-0.1	1367	2.2	1.3	6.1	·	·	1.1	-0.29	-0.24	-0.056	0.75	0%	i	13	0.09	1666
CC(C)=CCCC1=CCC2C(=O)NNC(=O)C2C1 (stereo not drawn)	i	1.2	-0.2	1170	2.9	1.7	3.9	15	721	1	-0.026	-0.2	-0.18	0.98	-10%	i	32	·	·
CC1(C)C(=O)C2(CCCCC2)C(=O)OC1c1cccs1 (stereo not drawn)	i	2.6	-3.6	1180	5.5	3.9	7.3	-13	684	1.1	-0.64	-0.3	-0.12	-0.042	15%	i	29	0.85	686
OC1(c2cccc(C(F)(F)F)c2)CCNCC1	i	1.0	1.1	1016	3.1	2.3	8.4	-5	705	1	-0.058	-0.2	0.3	0.18	10%	i	19	-0.1	1226
COc1ccccc1NC(=S)NNC(=O)c1c(Cl)c(C)nn1C	i	0.3	1.1	1241	2.1	2.3	4.9	·	·	1.1	-1.3	0.92	0.15	0.94	0%	i	28	-0.43	1635
O=C1CCN(C(=S)NCc2ccccc2)CC1	i	0.5	-7.2	1070	2.1	2.8	6.3	10	688	1.1	-0.36	-0.26	0.28	0.23	-11%	i	34	0.39	1356
Cc1onc(-c2ccccc2)c1-c1nc2cc(Cl)ccc2c(=O)o1	i	0.6	-1.1	1331	·	·	·	-24	585	·	-3.8*	0.41*	-1.7*	-0.53*	·	i	14	0.02	1241
Cc1ccc(C(=O)NC(=S)NCCN2CCOCC2)cc1	i	0.7	1.4	837	3.8	1.9	6.7	-4	585	0.9	0.49	-0.2	0.4	-0.055	-4%	i	26	0	1234
O=C(O)/C=C/C(=O)N1CCN(S(=O)(=O)c2cc(C(F)(F)F)ccc2Cl)CC1	i	1.0	·	·	2.8	1.5	2.1	14	702	1.1	1.3	-0.27	0.92	-1.2	-24%	i	42	0.13	1144
COc1ccc(C(=O)OCN2C(=O)c3ccccc3C2=O)cc1	i	0.7	-2.3	1052	1.3	1.4	11	-5	686	0.9	0.35	0.032	0.42	0.49	6%	i	32	0.99	1525
O=C(COC(=O)c1nc(Cl)ccc1Cl)NCc1ccccc1	i	1.0	-2.1	853	1.9	2.3	7.5	5	571	1	-1.4	0.42	-0.65	0.72	4%	i	58	0.3	1628
O=C(Oc1ccc(OC(=O)c2ccco2)c(S(=O)(=O)c2ccc(Cl)cc2)c1)c1ccco1	i	0.3	1.3	1133	3.1	2.3	11	20	576	1.4	-0.29	-0.23	0.015	-0.42	9%	i	51	-0.12	1371
COc1cccc(C(=O)Nc2nnc(Cc3ccc(OC)c(OC)c3)s2)c1	i	0.5	1.2	1245	·	·	·	7	644	·	0.23	-0.096	0.68	0.42	·	i	52	0.38	917
